Screening results from PubChem BioAssay.
S1P4 antagonist – blocks the human S1P4 receptor; O95977; S1P4-expressing cells, antagonist mode, reporter read-out; inhibition, % at 4.98 µM; 220,000 compounds, 0.26% hits; AID 1510; in the data active means inhibition above about 29%;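 further: 0% = wells stimulated with agonist and 100% = vehicle wells without agonist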
Target sequence (O95977 whole entry, looked up): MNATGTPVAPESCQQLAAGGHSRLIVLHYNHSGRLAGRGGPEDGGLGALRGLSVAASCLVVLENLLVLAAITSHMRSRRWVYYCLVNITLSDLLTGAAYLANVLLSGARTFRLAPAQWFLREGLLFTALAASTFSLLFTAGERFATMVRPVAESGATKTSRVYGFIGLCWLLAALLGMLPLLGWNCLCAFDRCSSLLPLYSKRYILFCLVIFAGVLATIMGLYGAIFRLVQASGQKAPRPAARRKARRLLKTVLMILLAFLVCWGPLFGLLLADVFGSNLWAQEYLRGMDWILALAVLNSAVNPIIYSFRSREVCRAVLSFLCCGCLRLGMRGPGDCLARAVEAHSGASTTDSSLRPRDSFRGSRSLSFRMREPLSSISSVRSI
Ba/F3 V617F tox – lowers viability of Ba/F3 cells expressing EpoR and JAK2V617F. ATP luminescence. inhibition, % at 5.6 µM. 220,000 compounds, 1.1% hits. AID 1446;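 active means inhibition above the campaign mean plus 3 SD over all tested compounds, cut at about 24% in these data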;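 further: cytokine-independent growth of Ba/F3 cells driven by EpoR plus mutant JAK2; 0% = DMSO-treated cells and 100% = JAK inhibitor I control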
BaF3 tox – reduces parental Ba/F3 cell viability, JAK2V617F counter-screen. CellTiter-Glo ATP luminescence. inhibition, % at 5.6 µM. 220,000 compounds, 1.1% hits;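 active means inhibition above a per-campaign cutoff, the mean inhibition of all tested compounds plus 3 SD, cut at about 27% in these data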;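 further: 0% = DMSO wells and 100% = JAK Inhibitor I control wells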
NPY-Y1 PAM-ag – human NPY-Y1 potentiation or agonism, primary screen | 220,000 compounds, 0.37% hits | P25929 | AID 1304 | NPY-Y1 expressing cells, potentiator/agonist activation | activation, % at 3.6 µM; in the data active means activation above about 33%, passing the limit was not always enough;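 further: cells stimulated with NPY at EC10 then isoproterenol at EC100; 0% = low agonist plus stimulus and 100% = saturating agonist plus stimulus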
NPY Y1 blocker – antagonists of human neuropeptide Y receptor Y1; HEK293-CNG Y1 cells, membrane potential fluorescence; NPY at EC95, then isoproterenol; inhibition, % at 3.6 µM; P25929; 200,000 compounds, 1% hits;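 active means inhibition above the campaign mean inhibition of all tested compounds plus 3 SD, cut at about 20% in these data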;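 further: 0% = DMSO wells given NPY plus isoproterenol and 100% = isoproterenol alone without NPY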
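material = HEK293 cells with Y1 receptor plus CNG channel | also added = NPY 25 nM then isoproterenol 1 µM plus Ro 20-1724 25 µM | schedule = dye 3 h, compound 60 min room temperature, stimulation 45 min | measured by = membrane potential fluorescence | benchmarks = high control isoproterenol alone, low control NPY with isoproterenol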
RBBP9 inhibitor – human RBBP9 hydrolase inhibition. O75884. recombinant RBBP9, FP-Rh probe fluorescence polarization. inhibition, % at 7.94 µM. 220,000 compounds, 0.2% hits;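 active means inhibition above the campaign mean of all tested compounds plus 3 SD, cut at about 14% in these data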;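 further: plate controls were DMSO wells with RBBP9 for no effect and wells lacking RBBP9 protein for full effect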
Target sequence (O75884 whole entry, looked up): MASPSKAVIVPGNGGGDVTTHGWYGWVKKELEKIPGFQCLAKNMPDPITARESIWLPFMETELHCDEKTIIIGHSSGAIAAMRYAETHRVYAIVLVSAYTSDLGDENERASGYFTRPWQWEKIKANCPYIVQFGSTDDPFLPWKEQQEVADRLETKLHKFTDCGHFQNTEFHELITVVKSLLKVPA
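Assay system: recombinant human RBBP9; Reagent: Serine-hydrolase probe FP-Rh, 375 nM pre-mixing; Doses: 7.94 µM single dose, 0.794% DMSO; Incubation: 30 min then 45 min, 25 °C; Detection: fluorescence polarization (mP), excitation 525 nm, emission 598 nm; Evaluation: percent inhibition from mP, scaled between DMSO and no-protein wells.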
NPY2 pot ag – potentiates or activates human NPY-Y2 receptor. P49146. 220,000 compounds, 0.45% hits. activation, % at 3.6 µM. AID 1359. cells expressing NPY-Y2, potentiator/agonist read-out; in the data active means activation above about 27%;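 further: cells stimulated with NPY near EC25 plus isoproterenol at EC100; 0% = vehicle plus submaximal agonist and 100% = vehicle plus saturating agonist; some results beyond the cut were filed as inactive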
Target sequence (P49146 whole entry, looked up): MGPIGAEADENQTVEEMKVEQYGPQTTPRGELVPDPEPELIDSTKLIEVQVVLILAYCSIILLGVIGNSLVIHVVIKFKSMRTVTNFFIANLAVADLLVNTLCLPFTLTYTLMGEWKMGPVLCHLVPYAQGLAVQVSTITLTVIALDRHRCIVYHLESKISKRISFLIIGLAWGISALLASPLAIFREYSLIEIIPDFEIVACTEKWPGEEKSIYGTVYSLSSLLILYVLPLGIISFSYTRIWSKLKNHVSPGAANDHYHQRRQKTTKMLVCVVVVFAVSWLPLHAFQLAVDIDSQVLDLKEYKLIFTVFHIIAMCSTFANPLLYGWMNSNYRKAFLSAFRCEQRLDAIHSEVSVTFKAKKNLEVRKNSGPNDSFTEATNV
S1P4 ag – human S1P4 receptor agonism; O95977; S1P4-expressing cell line, agonist reporter assay; activation, % at 4.98 µM; 220,000 compounds, 0.35% hits; in the data active means activation above about 11%;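 further: 0% = DMSO vehicle and 100% = reference agonist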
Runt-CBFb FRET – Runt domain-CBFb interaction inhibition. Cerulean-Runt/Venus-CBFb FRET ratio 530/480, 1 h. inhibition, % at 20 µM. 220,000 compounds, 0.46% hits;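 active means inhibition over about 50% at 20 µM in the single-dose screen, limit read from the data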;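 further: 0% = DMSO wells and 100% = excess unlabeled CBFb competitor control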
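test system = Cerulean-tagged RUNX1 Runt domain (FRET donor) fusion protein | reagent = Venus-CBFb binding partner, 100 nM | incubation = protein complex preformed 1 h, compound exposure 1 h, room temperature, dark | detection = FRET fluorescence | read-out basis = loss of energy transfer signal | controls = 5 µM unlabeled CBFb as full-inhibition high control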
* marks the source's active call; other numbers are inactive results; nt = no result given.

SMILES | S1P4 antagonist | Ba/F3 V617F tox | BaF3 tox | NPY-Y1 PAM-ag | NPY Y1 blocker | RBBP9 inhibitor | NPY2 pot ag | S1P4 ag | Runt-CBFb FRET
COc1ccccc1/C=C/C=N/n1c(-c2ccc(F)cc2)n[nH]c1=S | 4 | 3 | 3 | -29 | nt | -10 | -26 | 0.5 | 10
Cc1ccc([N+](=O)[O-])cc1NC(=O)C1CCN(S(C)(=O)=O)CC1 | -15 | 1 | -1 | -5 | 5 | -5 | 1 | 0.2 | -3
O=C(c1ccc(-c2ccccc2)cc1)N1CCCC1 | -12 | -2 | -2 | 9 | 7 | -11 | 5 | 0.8 | -2
CSc1nc2ccc(NS(=O)(=O)c3c(Cl)cccc3Cl)cc2s1 | -2 | 3 | 8 | -42 | 17 | -10 | -7 | -2.0 | 0
COc1ccc(-c2noc(CSc3ccccc3)n2)cc1OC | -18 | 2 | 1 | -8 | 10 | -6 | -2 | 1.1 | -4
COc1ccc(-c2cc(C(=O)Nc3c(Cl)cc(Cl)cc3Cl)c3ccccc3n2)cc1OC | 6 | 0 | 2 | -20 | 10 | 1 | -25 | 1.1 | -1
COc1ccccc1N1Cc2ccccc2C1 | -15 | -4 | 3 | -2 | 5 | 0 | 7 | 1.6 | 1
N/C(=N\OC(=O)CCCOc1ccccc1)c1ccc([N+](=O)[O-])cc1 | -5 | -2 | 2 | 14 | 4 | -9 | 6 | 0.4 | -2
Cc1ccc(S(=O)(=O)N2CCC(C(=O)OCC(=O)N3CC(=O)Nc4ccccc43)CC2)cc1 | -7 | -5 | -1 | 8 | -6 | -3 | 5 | 0.3 | 0
CNC(=S)N1CCN(c2ccccn2)CC1 | -7 | -2 | 5 | 3 | -2 | 0 | -1 | -0.1 | 1
Cc1ccc(NC(=O)C(C)c2cccc(C(=O)c3ccccc3)c2)cc1 (configuration not stated) | -13 | 3 | 5 | -19 | 6 | -8 | -16 | -4.8 | -1
CC(C)N=C(NC#N)SCc1ccc(F)cc1 | 12 | 3 | 5 | -4 | 1 | 4 | 16 | 0.1 | -3
CN(C)c1ccc(/C=N\NC(=O)CC#N)cc1 | -11 | 0 | 9 | 5 | 0 | 3 | -1 | 2.1 | 2
O=c1c2c3c(sc2nc2n1N=C(c1cccs1)CS2)CCCC3 | 0 | 2 | -1 | -20 | -2 | -7 | -16 | 1.7 | -4
COC(=O)C1=C(C(=O)c2ccccc2)C(c2ccc(OC)c(OC)c2)Nc2nnnn21 (configuration not stated) | 5 | -2 | 6 | 8 | 3 | -5 | -6 | 0.7 | -4
Cc1nn(-c2ccccc2)c(Cl)c1C(=O)Nc1nnc(C2CCCC2)s1 | -22 | 0 | 2 | -14 | -3 | -8 | -15 | 2.2 | -2
COC(CNc1ccc([N+](=O)[O-])c(NCC(OC)OC)c1C#N)OC | -9 | 0 | 2 | 12 | nt | -1 | 9 | 2.2 | -1
Cc1nc(=O)c(-c2ccccc2)c(C)n1-c1ccc(Br)cc1 | -3 | -3 | -8 | 20 | nt | -9 | 13 | 0.5 | 2
O=C(NC1CCCCC1)C(c1ccccc1)N1CCc2ccccc21 (configuration not stated) | -1 | 3 | 3 | -11 | 11 | -9 | -9 | 0.2 | 1
Cc1cccc2cc(CN(CCc3ccccc3)C(=O)N3CCOCC3)c3nnnn3c12 | 4 | -4 | -1 | 7 | 2 | 4 | 13 | 0.5 | 3
O=C(CSc1nnc(Cc2cc(=O)[nH]c(=O)[nH]2)n1-c1ccc(Cl)cc1)NC1CCCC1 | 10 | 0 | 6 | 9 | -1 | -8 | 3 | 1.6 | -4
CC(C)C(CC(=O)N1CCCCC1)C1CCOC(C)(C)C1 (configuration not stated) | -14 | 0 | 2 | -25 | 11 | 0 | 3 | 0.9 | -5
CCOc1cc(NC(=S)NCc2ccco2)c(OCC)cc1NC(=O)c1ccco1 | -12 | 1 | 8 | -14 | 7 | -4 | 5 | 2.1 | 7
O=C(NC(Cc1ccccc1)C(=O)Oc1ccc2c(C(F)(F)F)cc(=O)oc2c1)OCc1ccccc1 (configuration not stated) | 30* | -3 | -12 | -31 | 2 | -8 | 6 | 0.5 | 3
O=C(COC(=O)C12CC3CC(CC(C3)C1)C2)Nc1nccs1 | -9 | -1 | 2 | 3 | -1 | 10 | 3 | -0.9 | -2
CCOC(=O)c1sc(NC(=S)NC(=O)C2CC2)cc1C | 4 | 0 | -2 | -18 | 1 | -6 | -5 | -0.1 | -1
COc1ccc(CCNC(=O)CSc2nc3c(c(=O)n(C)c(=O)n3C)n2C)cc1OC | -15 | -5 | 0 | 12 | -3 | -5 | 0 | -3.6 | -1
CC1(C)CC(=O)N(Cc2ccccc2)C(=O)C1 | -8 | 3 | 4 | 3 | 0 | -9 | 5 | 2.2 | -3
Cc1cccc(C(=O)N[C@H](C(=O)Nc2nc(C)cs2)C(C)C)c1 | -7 | 1 | 6 | -2 | 3 | -1 | -10 | 0.4 | -3
CCOC(=O)c1ccc(N2CCN(C(C)=O)CC2)c(NC(=O)c2cccnc2)c1 | -5 | -4 | 0 | 6 | 4 | -7 | -1 | 1.3 | -2
COc1ccccc1NC(=O)C1=C(C)Nc2nc(-c3cccs3)nn2C1c1cccc(O)c1 (configuration not stated) | 1 | 7 | 8 | 6 | -5 | -13 | 2 | -2.5 | 2
Cc1ccccc1/C(N)=N/OC(=O)/C=C/c1ccccc1 | -6 | -2 | 3 | 9 | 1 | -5 | -9 | 0.2 | -2
C=CCn1c(C)c(C(C)=O)c(SC)nc1=S | -15 | 1 | -1 | 4 | -1 | -5 | -10 | 0.0 | 0
Cc1cccn2c(=O)c(C=NCc3ccccc3)c(NCCO)nc12 | 9 | 6 | 4 | 1 | 4 | -6 | -28 | 1.8 | 0
COC(=O)c1ccc(CN2CCCC(CCC(=O)NCc3ccc(C)o3)C2)cc1 (configuration not stated) | -24 | -1 | 0 | -3 | 7 | -4 | 3 | 1.1 | 1
N/C(=N\OC(=O)c1cccs1)c1ccc(Cl)cc1 | 14 | 1 | 0 | -3 | nt | -8 | 1 | -1.9 | 0
CCOC(=O)C1=C(C)NC(=O)NC1C1CC=CCC1 (configuration not stated) | -1 | -1 | 5 | 8 | 7 | 2 | 2 | -1.2 | 0
CCOC(=O)C1CCN(C(=O)Cc2c(C(=O)O)n(C)c3ccccc23)CC1 | -5 | -6 | -1 | 5 | -2 | 0 | 6 | -1.4 | 0
Cc1nn(C(=O)c2cccnc2)c(C)c1Sc1ccccc1 | -16 | -1 | -2 | 5 | 6 | 3 | 13 | 0.1 | 0
Clc1cccc(-c2cc3nc4c(c(NCc5ccco5)n3n2)CCCC4)c1 | -16 | -2 | 1 | -17 | 6 | -7 | -28 | -1.1 | 0
COc1ccc(OCCC(=O)OCC(=O)NCc2ccco2)cc1 | -2 | -1 | 5 | -3 | 8 | -8 | 1 | -0.8 | -1
COc1cc(OC)nc(Oc2ccccc2C(=O)Oc2ccccc2Cl)n1 | 5 | -5 | 0 | -9 | 7 | -5 | -14 | -0.3 | -1
COC(=O)c1oc2c(c1C)C(=O)CC(C)(C)C2 | -28 | -2 | 5 | 9 | 5 | -8 | -5 | -0.4 | -1
COc1ccc(-c2csc(NC(C)=O)n2)cc1OC | -4 | -1 | 5 | 18 | -2 | 6 | 2 | -1.7 | 0
COC(=O)c1cn(Cc2cccnc2)c(=O)c2ccccc12 | -21 | 1 | 7 | 2 | 2 | 1 | 17 | -1.8 | 1
CCCN1CCC(NC(=O)Nc2ccc([N+](=O)[O-])cc2)CC1 | -21 | -1 | 5 | 24 | -3 | 1 | 13 | 2.0 | 1
CCCc1[nH]n(-c2ccc(F)cc2)c(=O)c1C=Nc1cccc(F)c1 | -29 | -2 | 3 | -8 | 1 | 8 | 0 | 0.3 | -2
Brc1ccc(-c2csc(N/N=C/c3ccc4c(c3)OCO4)n2)cc1 | -15 | -4 | 5 | -20 | 1 | -9 | -1 | 0.8 | 10

Ordered by molar mass (rising): 3 of the compounds above.
SMILES | S1P4 antagonist | Ba/F3 V617F tox | BaF3 tox | NPY-Y1 PAM-ag | NPY Y1 blocker | RBBP9 inhibitor | NPY2 pot ag | S1P4 ag | Runt-CBFb FRET
COc1ccc(-c2csc(NC(C)=O)n2)cc1OC | -4 | -1 | 5 | 18 | -2 | 6 | 2 | -1.7 | 0
COC(=O)c1cn(Cc2cccnc2)c(=O)c2ccccc12 | -21 | 1 | 7 | 2 | 2 | 1 | 17 | -1.8 | 1
CCCN1CCC(NC(=O)Nc2ccc([N+](=O)[O-])cc2)CC1 | -21 | -1 | 5 | 24 | -3 | 1 | 13 | 2.0 | 1

(continued)
SMILES | S1P4 antagonist | Ba/F3 V617F tox | BaF3 tox | NPY-Y1 PAM-ag | NPY Y1 blocker | RBBP9 inhibitor | NPY2 pot ag | S1P4 ag | Runt-CBFb FRET
COCCn1nnnc1CN(Cc1cccnc1)Cc1cc2cc(OC)ccc2[nH]c1=O | -24 | 1 | 3 | 2 | -3 | -14 | -8 | 0.2 | 15
Cc1ccc(NC(=O)C(=O)NCCN2CCN(C(=O)C(c3ccccc3)c3ccccc3)CC2)cc1 | 0 | -3 | 8 | 11 | 11 | -2 | 9 | 0.8 | nt
CCNc1ccc(C(=O)OCC(=O)NCCN2C(=O)CSC2=O)cc1[N+](=O)[O-] | 2 | -4 | 1 | -2 | 3 | -6 | -4 | -0.2 | -3
CCOc1cccc(OCCCCN2CCOCC2)c1 | -2 | 2 | 4 | -45 | 0 | -7 | -23 | 1.6 | 0
OCC1(CCOc2ccccc2)CCN(C2Cc3ccccc3C2)CC1 | 2 | -1 | 3 | -9 | 6 | 7 | -14 | 1.6 | -1
OC1CCN(Cc2cccc3ccccc23)CC1 | -10 | 3 | -1 | 3 | nt | -17 | 3 | 1.1 | 1
O=C(CCCc1ccccc1)Nc1cccnc1Cl | 6 | -4 | 1 | -2 | 1 | 0 | 12 | 1.1 | 1
CCOC(=O)c1ccc(NS(C)(=O)=O)cc1 | 2 | 2 | 4 | -20 | 4 | -2 | -11 | -1.0 | 2
CCCCCC(=O)NNC1CC(=O)N(c2cccc(OCC)c2)C1=O (configuration not stated) | 11 | -4 | -1 | 4 | nt | 4 | -32 | -0.2 | -2
Cc1ccc(NC(=O)C2CCCN(C(=O)c3ccc(Cl)cc3)C2)cc1C (configuration not stated) | 5 | 3 | 5 | 6 | 5 | -2 | 0 | 0.7 | -1
Cc1ccc(-c2csc3ncnc(Cl)c23)cc1 | -26 | 2 | 5 | 1 | 2 | -12 | -1 | 0.8 | -1
CCOC(=O)c1c[nH][nH]c1=O | 11 | -3 | 3 | 0 | nt | -6 | 3 | 0.1 | 2
Cc1cc(C)cc(NC(=S)NC(=O)CCN2C(=O)c3ccccc3C2=O)c1 | -13 | 1 | 5 | -8 | 0 | -2 | -2 | 0.8 | -1
COCCCNC(=O)c1cn(C)c(=O)c2cc(OC)c(OC)cc12 | -5 | -1 | 2 | 10 | -11 | 1 | 16 | -0.5 | -3
CCc1cccc2c(C(=O)COC(=O)c3ccc(O)cc3)c[nH]c12 | -2 | -4 | -2 | 33 | -9 | -24 | 23 | 1.3 | -2
